Assay outcomes as filed in PubChem.
XiGFP reactiv = X-chromosome reactivation activator; XiGFP mouse fibroblasts, % GFP-positive cells imaging, 3 d; cells co-treated with 5-aza-dC sensitizer; scaled so ellipticine positive control = 100%; activation, % at 7.58 µM; 360,000 compounds, 0.055% hits;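 active = mean normalized replicate activation at least 10% and every replicate at or above 10%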;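 note: 0% = median of on-plate neutral control wells and 100% = ellipticine 6 µM median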
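Material: SV40-immortalized XiGFP fibroblast cells, line 68-5-11 | Buffer or medium: DMEM containing 5-aza-dC | Dosing: One concentration, pinned | Times: 3 d treatment, 15 min room-temperature fixation | Controls: Ellipticine 6 µM positive control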
esBAF inh = blocks esBAF chromatin remodeling in mouse ES cells; Bmi1-luciferase knock-in reporter, 24 h; 100% = twice the neutral-well signal; reporter increase, % at 12.5 µM; 350,000 compounds, 2% hits; AID 602393; in the data active = activation above about 40%;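 note: 0% = median of the plate's neutral control wells and 100% = double that signal; a rise in the Bmi1 reporter signal indicates esBAF inhibition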
ARNT-TACC3 inh = disruptors of human ARNT/TACC3 interaction | Q9Y6A5 | AlphaScreen His-ARNT PAS-B/GST-TACC3 binding, luminescence; TACC3 fragment carries E629A point mutation | 390,000 compounds, 0.66% hits | inhibition, % at 9.99 µM | AID 623870;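 active = mean inhibition of replicates at least 50% and at least half of replicates each reaching 50%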;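 note: 0% = complete ARNT plus TACC3 wells and 100% = ARNT alone without TACC3; many hits fall short of the cut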
GSIS activator = GLuc luminescence reporter in INS-1E cells, primary screen for activators of glucose-dependent secretion of insulin; INS-1E GLuc reporter insulin secretion, 2-3 h; 370,000 compounds, 0.61% hits; activation, % at 16.6 µM;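 active = lowest replicate activation of at least 40%, so every replicate reaches that level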;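 note: 0% = median of neutral control wells and 100% = median of IBMX positive control wells; some compounds called inactive have numbers as strong as hits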
RAD54 branch = inhibitors of human RAD54 branch migration; Q92698; RAD54 Holliday junction branch migration, FAM/BHQ fluorescence; inhibition, % at 10.4 µM; AID 602329; 360,000 compounds, 0.14% hits;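 active = mean normalized replicate activity at least 40 and at least half of replicates scoring 40 or more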;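 note: 0% = median of neutral control wells and 100% = median of positive control wells; inhibitors cause a drop in the FAM fluorescence signal; in these data hits start at about 50%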
ERAP1 HTS inh = ERAP1 (human) enzyme inhibition; Q9NZ08; recombinant ERAP1, Leu-AMC fluorescence, 60 min; inhibition, % at 10.7 µM; 340,000 compounds, 0.15% hits;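 active = mean replicate inhibition of at least 30%, or all replicates individually reaching that 30% level; inactive = mean below 30% and not every replicate reaching it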;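 note: 0% = neutral control wells and 100% = L-leucinethiol positive control wells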
F508del corr = correctors of CFTR F508del function in bronchial epithelial cells | activity (quench increase), % at 7.58 µM | AID 720511 | 350,000 compounds, 0.36% hits | CFBE cells, YFP halide quenching; stimulated with forskolin plus potentiator P3; % fluorescence drop versus neutral controls;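 active = mean added fluorescence quench of at least 8% versus neutral control, with both replicates also reaching 8%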;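 note: cells transiently co-express mutant CFTR-F508del with the halide-sensitive YFP; corrector assay measuring rescue of mutant channel to the surface after 24 h compound exposure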
RAD52 anneal inh = blocks human RAD52 DNA annealing | AID 651710 | 360,000 compounds, 0.46% hits | inhibition, % at 18.7 µM | P43351 | recombinant RAD52 DNA annealing, FRET fluorescence;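 active = every replicate showing at least 50% inhibition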
Target sequence (P43351 whole entry, looked up): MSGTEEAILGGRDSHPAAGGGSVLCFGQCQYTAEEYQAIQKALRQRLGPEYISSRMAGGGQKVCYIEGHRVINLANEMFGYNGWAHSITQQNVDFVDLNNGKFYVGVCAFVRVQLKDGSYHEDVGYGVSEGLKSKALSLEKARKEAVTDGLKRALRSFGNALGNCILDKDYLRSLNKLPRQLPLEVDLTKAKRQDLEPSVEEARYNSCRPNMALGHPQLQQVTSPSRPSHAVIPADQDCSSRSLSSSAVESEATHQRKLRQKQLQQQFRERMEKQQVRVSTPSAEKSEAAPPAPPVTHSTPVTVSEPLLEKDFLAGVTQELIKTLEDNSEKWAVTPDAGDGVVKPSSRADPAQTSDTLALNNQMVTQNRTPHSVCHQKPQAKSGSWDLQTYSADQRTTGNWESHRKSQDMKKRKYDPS
Active calls of the source: *; / = not tested or not shown; & = joins results of further samples. Hits appear at their usual frequency; 3.3% or so of the library scored in one or more.

SMILES	XiGFP reactiv	esBAF inh	ARNT-TACC3 inh	GSIS activator	RAD54 branch	ERAP1 HTS inh	F508del corr	RAD52 anneal inh
CCOc1ccccc1N=CC1=C(O)CC(c2ccccc2)CC1=O (stereo not given)	0.1	5	5	17	-1	-1	-0.7	-21
C=CC[C@]1(C(=O)OC)COC(c2ccc(OCCCO)cc2)=N1	/	/	3	/	-2	2	2.2	5
Cc1nc(SCc2ccccc2)c([N+](=O)[O-])[nH]1	0.1	30	2	2	-3	/	/	/
CC(=O)c1ccccc1NC(=O)CSc1nnc(Cc2csc(C)n2)o1	-0.1	-12	0	18	/	0	-2.0	-6
C[C@H]1CN([C@@H](C)CO)C(=O)Cc2cc(NC(=O)Nc3ccc(C(F)(F)F)cc3)ccc2O[C@@H]1CN(C)Cc1ccc2c(c1)OCO2	0.1	4	7	1	10	2	-0.5	1
Cc1ccc(S(=O)(=O)N/N=C\c2cc([N+](=O)[O-])ccc2Cl)cc1	/	-2	-21	-18	-2	0	1.0	-18
Cc1nc(NC(=S)NC(=O)c2cncc(Br)c2)ccc1Br	0.0	11	-15	0	-11	-4	-2.6	-10
CC(C)CNc1nc(N)c([N+](=O)[O-])c(N2CCCCCC2)n1	0.4	6	37	-43	3	5	0.1	8
COCCN1CCn2c(nc3cc(NC(=O)Cn4nc(C)c5ccccc5c4=O)ccc32)C1	0.0	3	-3	9	-2	-1	0.4	-12
CC[C@@]1(C(=O)OC)N[C@H](CN(C)C(=O)Nc2ccc(F)cc2)[C@@H]2C(=O)N(Cc3ccccc3)C(=O)[C@@H]21	-0.1	1	-5	/	-19	0	5.3	-2
COCC#Cc1ccc2c(c1)O[C@@H](CN(C)C)[C@@H](C)CN([C@H](C)CO)S2(=O)=O	-0.2	-6	-9	14	-4	0	-3.0	-7
O=S(=O)(Nn1c(O)c(C=C2N=c3ccccc3=N2)sc1=S)c1ccccc1	-0.1	-2	16	3	-3	0	-2.8	-16
CC(C)C(C(=O)NCc1ccco1)N(CC1CCCO1)C(=O)CNS(=O)(=O)c1ccc(F)cc1 (stereo not given)	0.5	-5	-4	47*	5	-1	-0.6	-21
COc1ccc(S(=O)(=O)Nc2ccc3c(c2)C(=O)N([C@H](C)CO)C[C@H](C)[C@@H](CN(C)Cc2ccc(-c4ccccc4)cc2)O3)cc1	-1.2	-3	-5	2	3	3	1.9	23
C[C@@H]1CCCCO[C@@H](CN(C)C(=O)c2ccccc2)[C@H](C)CN([C@H](C)CO)C(=O)c2cc(NC(=O)Nc3ccc(C(F)(F)F)cc3)ccc2O1	0.1	-1	7	-3	0	1	5.0	-16
C[C@@H]1CN([C@@H](C)CO)C(=O)c2cc(NC(=O)CCCN(C)C)ccc2O[C@@H](C)CCCCO[C@@H]1CN(C)S(=O)(=O)c1ccccc1	0.0	7	-6	12	7	-1	1.0	14
CC(C)(Oc1ccc(Cl)cc1)C(=O)NC1CCCCC1	0.0	-4	-2	25	/	0	3.3	-14
COc1ccc(OC)c(C(c2nnnn2Cc2ccco2)N2CCN(C)CC2)c1 (stereo not given)	-0.1	/	/	36	/	-3	-1.1	1
COc1ccc(CN(C)C[C@H]2Oc3c(NC(=O)Nc4ccc5c(c4)OCO5)cccc3C(=O)N([C@H](C)CO)C[C@@H]2C)cc1	-0.8	19	-5	-7	-5	-2	-0.8	13
O=C(Cn1cnc(S(=O)(=O)N2CCCCC2)c1)Nc1ccc(OC(F)(F)F)cc1	1.3	-3	-2	-13	-18	-2	0.2	-11
COc1ccc(S(=O)(=O)N2CCCCN3[C@H](CO)[C@H](c4ccc(C5=CCCC5)cc4)[C@@H]3C2)cc1	0.0	-3	-3	5	-13	/	1.2	-15
CCc1nn(C(C)C(=O)NCc2cccc(OC)c2)c(=O)c2cc3occc3n12 (stereo not given)	0.1	-2	2	-7	-6	5	-3.1	-9
Cc1ccc(NC(=O)c2nc[nH]c2C(=O)N(C)Cc2ccccc2)cc1	0.0	15	3	-26	3	1	4.1	-1
Cc1nc2nc(SCC(=O)NCCCN3CCCC3)nn2c(C)c1Cc1ccccc1Cl	0.1	3	12	-3	-5	-3	1.4	30
CCCN1CCC(NC(=S)Nc2cccc(Cl)c2Cl)CC1	0.0	-7	0	-15	-3	1	-2.4	-27

Structures shown so far with an NH in an aromatic ring (two):
SMILES	XiGFP reactiv	esBAF inh	ARNT-TACC3 inh	GSIS activator	RAD54 branch	ERAP1 HTS inh	F508del corr	RAD52 anneal inh
Cc1nc(SCc2ccccc2)c([N+](=O)[O-])[nH]1	0.1	30	2	2	-3	/	/	/
Cc1ccc(NC(=O)c2nc[nH]c2C(=O)N(C)Cc2ccccc2)cc1	0.0	15	3	-26	3	1	4.1	-1

(next part)
SMILES	XiGFP reactiv	esBAF inh	ARNT-TACC3 inh	GSIS activator	RAD54 branch	ERAP1 HTS inh	F508del corr	RAD52 anneal inh
C/C(=N\Nc1nc(-c2cc(C)ccc2C)cs1)c1cc2ccccc2oc1=O	-0.1	/	-2	3	3	/	/	/
Cc1ccc(S(=O)(=O)n2nc(-n3c(C)ccc3C)c3c(F)cccc32)c2ccccc12	0.0	/	/	10	-3	-3	-1.7	-13
O=C(CSc1nnnn1-c1cccnc1)Nc1ccc(F)cc1F	0.0	-10	-11	15	-1	2	0.1	-4
CO[C@H]1CN(C)C(=O)c2ccc(NC(=O)c3ccc(F)cc3)cc2OC[C@H](C)N(C(=O)CC2CC2)C[C@H]1C	0.1	4	/	-24	/	/	0.1	/
OC(COc1ccc(Br)cc1)CN1CCN(c2ccccc2)CC1 (stereo not given)	0.0	-1	-10	-5	3	2	-1.8	-13
C[C@@H]1CN([C@@H](C)CO)C(=O)c2cc(NC(=O)C3CCCCC3)ccc2O[C@@H](C)CCCCO[C@@H]1CN(C)Cc1ccncc1	0.0&0.3	5&-5&0	-5&-1	-7&15	2&0&-2	11&0&0	-1.7&1.0&-2.8	-10&-2&-1
CC(C)(C)OC(=O)N1CCC[C@H]1c1nnc(SCc2c(Cl)cccc2Cl)o1	/	-7	-13	-9	3	/	/	/
CCCNC(=O)N1C[C@@H](C)[C@H](OC)CN(C)C(=O)c2cc(NC(=O)CCC)ccc2OC[C@H]1C	0.0	3	-3	-4	8	1	0.5	-22
CO[C@@H]1CN(C)C(=O)c2cc(NS(=O)(=O)c3cn(C)cn3)ccc2OC[C@H](C)NC[C@H]1C	-0.1	/	/	14	/	0	1.3	0
COCC(=O)N1C[C@H](C)[C@H](OC)CN(C)C(=O)c2cc(NS(C)(=O)=O)ccc2OC[C@H]1C	-0.1	3	-3	4	9	3	1.6	-5
O=C(CNC(=O)c1ccc(Cl)cc1Cl)OCc1cn2cc(Br)ccc2n1	0.0	-3	4	-5	-3	-2	-4.1	-20
CCc1ccc(C2C(C#N)=C(N)Oc3cc(N)ccc32)cc1 (stereo not given)	0.2	-1	0	6	5	5	-0.5	-115
CCOc1ccc(NC(=O)CSc2nc3c(c(=O)n2C)SC(C)C3)cc1 (stereo not given)	-0.1	0	-6	7	5	-1	0.5	-9
COCCCNC(=O)c1c(N)n(-c2ccc(S(N)(=O)=O)cc2)c2nc3ccccc3nc12	0.0	/	-14	11	5	-8	3.8	-18
Cc1ocnc1C(=O)Nc1ccc(Cl)cc1	/	37	0	7	0	/	/	/
O=C(NCc1cccnc1)c1cc(C2CCCCN2C(=O)c2ccccc2)on1 (stereo not given)	0.0	-2	/	-7	2	-2	-0.1	-7
COCC#Cc1ccc([C@H]2[C@H](CO)N3CCCCN(S(=O)(=O)c4cccc(OC)c4)C[C@@H]23)cc1	-0.1	/	7	1	-8	/	2.5	/
CCCC(=O)Nc1ccc2c(c1)C(=O)N(C)[C@H]1CC[C@@H](CC(=O)NCC(F)(F)F)O[C@@H]1CO2	0.0	-2	-7	6	8	/	-0.2	/
COC(=O)Cn1c(=O)cnc2ccccc21	/	-2	1	9	-11	-2	/	-11
C[C@H](CO)N1C[C@H](C)[C@H](CN(C)CC2CCOCC2)Oc2ncc(C#C[C@@H](C)O)cc2C1=O	-0.4	-2	-18	13	0	3	-3.1	-10
Cc1cc(C)c(C=NNc2nc3c([nH]2)c(=O)n(C)c(=O)n3C)c(C)c1	0.2	-3	-3	/	-4	-2	-1.1	-18
COc1ccc(NS(=O)(=O)c2cc(C(=O)O)ccc2C)cc1	/	0	1	6	5	10	0.0	-10
Cc1ccc(S(=O)(=O)Nc2cccc3c2O[C@@H](CN(C)S(=O)(=O)c2ccc(Cl)cc2)[C@H](C)CN([C@H](C)CO)C3=O)cc1	5.9	/	/	2	/	1	-0.2	0
COCC(=O)N1CC(=O)N2[C@H](C1)[C@H](c1ccc(C#CC(C)C)cc1)[C@@H]2CO	0.0	/	/	0	/	2	-3.2	-10
Cc1nnc(SCC(=O)c2c(N)n(Cc3ccccc3)c(=O)n(C)c2=O)n1C	-0.1	2	5	-1	14	-3	3.1	-18

Other compounds follow:
SMILES	XiGFP reactiv	esBAF inh	ARNT-TACC3 inh	GSIS activator	RAD54 branch	ERAP1 HTS inh	F508del corr	RAD52 anneal inh
CCN(CC)Cc1oc(-c2ccccc2)cc1C(=O)O	0.0	/	-1	2	/	-1	0.3	-7
COC(=O)C[C@@H]1CC[C@@H](NS(=O)(=O)c2ccccc2F)[C@@H](CO)O1	-0.4	-2	/	2	/	/	-2.2	/
COc1ccc(-n2c(=O)[nH]cc(C(=O)Nc3ccccc3)c2=O)cc1	0.1	-6	18	/	6	2	2.4	-4
COc1cccc(CN(C)[C@H]2C[C@H]3c4[nH]c5ccccc5c4CCN3C[C@H]2[C@H](C)O)c1OC	0.1	/	/	35	/	-1	-2.5	-8
Cn1c2ccccc2c2nnc(SCC(N)=O)nc21	0.1	1	-3	3	9	0	-0.8	-16
C[C@@H](NC(=O)[C@@H]1Cc2ccccc2CN1C(=O)OC(C)(C)C)C(=O)NC1CCCC1	0.1	5	/	-4	-8	0	-0.9	0
Cc1cc(=O)[nH]c(SC/C=C/c2ccccc2)n1	/	-4	9	0	-2	/	/	/
COc1n[nH]c(C(=O)Nc2nc3ccccc3s2)c1[N+](=O)[O-]	0.0	/	3	0	/	1	1.6	5
Cc1ccc(/C=C/C(=O)OCn2nnc3ccccc3c2=O)o1	0.0	-4	-5	-17	-1	0	-0.7	-6
CC(C)c1ccc(C2NC(=S)NC3=C2C(=O)CC(C)(C)C3)cc1 (stereo not given)	0.2	/	-3	/	/	-2	/	0
C/C=C/c1cnc2c(c1)C(=O)N([C@H](C)CO)C[C@@H](C)[C@@H](CN(C)C(=O)Cc1cccnc1)O2	-0.9	2	-5	15	1	-3	-0.1	0
Cc1ccc(S(=O)(=O)N(C)C[C@@H]2OCCCC[C@H](C)Oc3ccc(NS(C)(=O)=O)cc3C(=O)N([C@@H](C)CO)C[C@@H]2C)cc1	0.1	5	3	-17	1	-1	0.7	-2
NS(=O)(=O)c1ccc(CNC(=O)/C=C/c2cccc([N+](=O)[O-])c2)cc1	-0.1	/	-4	-5	1	/	5.7	-16
COc1ccccc1C(=O)NNC(=O)CN1C(=O)c2ccccc2C1=O	-0.1	/	-9	7	13	-1	1.2	-1
S=C(Nc1ccc(Br)cc1Cl)Nn1cnnc1	0.3	/	14	10	/	0	-6.3	-19
COc1ccc(Cn2cnc([N+](=O)[O-])c2)cc1[N+](=O)[O-]	0.0	/	-10	2	-4	3	0.6	5
Cc1cc(C)n(-c2nc3ccccc3nc2N2CCN(S(=O)(=O)c3ccc4ccccc4c3)CC2)n1	/	3	-2	-21	4	/	/	/
Cc1ccc(-c2csc3ncnc(N4CCN(Cc5ccccc5)CC4)c23)cc1	-0.2	2	6	/	2	-2	/	-1
C=CCCC1CN(Cc2ccco2)S(=O)(=O)c2c(F)cccc2O1 (stereo not given)	0.1	-2	19	-14	-9	2	-4.0	-24
